Screening results (PubChem)
GASC-1 inh – inhibitors of GASC-1 histone demethylase, primary screen, biochemical, fluorescence, DELFIA europium; GST-JMJD2C(1-420) H3K9me3 demethylation; inhibition, % at 2.35 µM; actives 0.069% (n = 330,000);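 active means more than half of a compound's replicate wells show inhibition beyond 50%, single wells judged on their own value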;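 further: signal counts dimethyl H3K9 product captured on neutravidin plate; 0% = median of DMSO wells and 100% = 0.3 times that DMSO median; strong numbers were not always called active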
Target sequence (Q9H3R0 1-420 limits assumed): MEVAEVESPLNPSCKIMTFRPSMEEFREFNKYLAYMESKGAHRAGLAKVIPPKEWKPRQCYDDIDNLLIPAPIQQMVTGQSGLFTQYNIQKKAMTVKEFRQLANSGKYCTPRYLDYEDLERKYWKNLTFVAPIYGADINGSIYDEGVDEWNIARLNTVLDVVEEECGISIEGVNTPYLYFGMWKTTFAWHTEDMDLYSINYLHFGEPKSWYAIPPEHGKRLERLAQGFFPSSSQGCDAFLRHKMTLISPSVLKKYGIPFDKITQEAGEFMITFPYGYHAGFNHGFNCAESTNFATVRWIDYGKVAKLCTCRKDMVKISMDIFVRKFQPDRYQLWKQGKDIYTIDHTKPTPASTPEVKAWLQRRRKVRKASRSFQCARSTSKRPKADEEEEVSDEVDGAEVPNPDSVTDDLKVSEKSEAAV
core dimer inh – inhibitors of HCV core protein dimerization, primary screen, biochemical, TR-FRET, high-throughput | actives 0.33% (n = 300,000) | inhibition, % at 5 µM | TR-FRET GST/Flag-core106 dimerization, 1536-well | AID 1899, 2009;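 active means inhibition above the mean of all tested compounds plus 3 SD, set per screening campaign, cut at about 45% in these data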
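Assay system: GST-tagged and Flag-tagged HCV core protein residues 1-106 / Times: compound-protein-antibody incubation 4 h at 22.5 °C / Signal: time-resolved FRET, ex 340 nm, em 617 and 671 nm / Evaluation: % inhibition based on acceptor/donor emission ratio / Benchmarks: wells lacking GST-core106 and wells with excess unlabelled core106 / Repeats: singlicate, one well per compound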
PP5 inh – PP5 phosphatase inhibitors, primary screen, biochemical, fluorescence. purified PP5c, OMFP substrate fluorescence. inhibition, % at 6.7 µM. actives 0.18% (n = 320,000);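 active means inhibition above the campaign's mean inhibition across all tested compounds plus 3 SD, cut at about 9.5% in these data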;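 further: 0% = DMSO only and 100% = 100 µM cantharidin control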
VLA-4 inh – inhibition in human VLA-4 binding assay, primary screen, VLA-4 allosteric modulator project, MLPCN library, flow cytometry, VLA-4 expressing cells; Integrin alpha-4 (Homo sapiens), P13612; ligand binding flow cytometry; inhibition, % (about 7 µM as worked out from the volumes in the protocol); actives 0.2% (n = 330,000); AID 2557, 2010; in the data active means inhibition above about 50%
PP1 inh – PP1-alpha phosphatase inhibitors, primary screen, counter-screen for PP5 inhibitor project, biochemical, fluorescence, OMFP substrate, single point | purified PP1alpha | Serine/threonine-protein phosphatase PP1-alpha catalytic subunit (Homo sapiens), P62136 | inhibition, % at 6.7 µM | actives 0.9% (n = 320,000);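 active means inhibition above the mean inhibition of all tested compounds plus 3 SD, computed separately for each screening campaign, cut at about 15% in these data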
Target sequence (P62136 whole entry, looked up): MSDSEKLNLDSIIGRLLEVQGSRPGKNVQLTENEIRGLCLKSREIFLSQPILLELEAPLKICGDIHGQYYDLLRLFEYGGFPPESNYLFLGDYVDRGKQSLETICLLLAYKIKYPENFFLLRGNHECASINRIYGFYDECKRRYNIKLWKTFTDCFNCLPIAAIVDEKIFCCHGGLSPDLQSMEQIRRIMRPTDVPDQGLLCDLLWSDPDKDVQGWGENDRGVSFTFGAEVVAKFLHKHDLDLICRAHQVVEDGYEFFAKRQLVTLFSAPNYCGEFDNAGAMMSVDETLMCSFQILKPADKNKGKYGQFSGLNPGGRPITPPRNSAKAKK
procasp3 activ – activators of human procaspase-3 D3A mutant, primary screen, biochemical, absorbance, PC-3 D3A mutant, single concentration; Caspase-3 (Homo sapiens), P42574; recombinant procaspase-3 D3A, Ac-DEVD-pNA absorbance 405 nm; activation, % at 8.5 µM; actives 0.11% (n = 330,000); AID 463141, 2010;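 active means activation above the mean of all tested compounds plus 3 SD, cut at about 21% in these data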;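 further: 0% = DMSO alone and 100% = DMSO wells spiked with extra 5 µM PC-3 D3A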
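Assay system – Procaspase-3 D3A mutant · Benchmarks – DMSO low control, extra-enzyme high control · Technique – 405 nm absorbance of p-nitroaniline, reads at 0 and 120 min · Doses – 8.5 µM nominal · Measure – % activation between DMSO and enzyme-spiked controls · Also added – Ac-DEVD-pNA chromogenic peptide substrate · Schedule – 1 h compound preincubation, 2 h substrate hydrolysis at 25 °C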
CTSL1 counter – Fasciola hepatica cathepsin L1 inhibitors, primary screen, counter-screen for PFM18AAP inhibitor project, biochemical, QFRET, fluorogenic peptide substrate. recombinant F. hepatica cathepsin L1, Z-Leu-Arg-MCA fluorescence. inhibition, % at 5.96 µM. actives 0.49% (n = 300,000). AID 1906, 2009;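 active means inhibition above the mean of all tested compounds plus 3 SD, set per screening campaign, cut at about 17% in these data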;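 further: 0% = plate median of test compound wells and 100% = 1 µM Z-Phe-Ala-diazomethylketone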
GRK2 inh – compounds blocking aptamer binding on GRK2 – biochemical, human GRK2, bead flow cytometry, HTS, primary screen; Beta-adrenergic receptor kinase 1 (Homo sapiens), P25098; FAM-aptamer displacement from GRK2; inhibition of aptamer binding, % at 10 µM; actives 0.59% (n = 330,000); AID 488847, 2010;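 active means inhibition of aptamer binding above 40%, roughly 3 SD of noise, on plates passing a quality check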;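 further: median bead fluorescence of bound FAM aptamer so fluorescent compounds give negative values; no value below 0 was filed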
proCasp7 act – procaspase-7 activators, primary screen, counter-screen for procaspase-3 activator project, biochemical, absorbance, HTS, human. recombinant procaspase-7, Ac-DEVD-pNA absorbance 405 nm; D23A/D198A/D206A triple mutant, cannot self-cleave; scale: DMSO 0, 5 µM enzyme 100. actives 0.093% (n = 330,000). activation, % at 8.5 µM;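 active means percent activation above the screen-wide mean plus 3 SD, cut at about 25% in these data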
Target sequence (P55210 whole entry D23A/D198A/D206A): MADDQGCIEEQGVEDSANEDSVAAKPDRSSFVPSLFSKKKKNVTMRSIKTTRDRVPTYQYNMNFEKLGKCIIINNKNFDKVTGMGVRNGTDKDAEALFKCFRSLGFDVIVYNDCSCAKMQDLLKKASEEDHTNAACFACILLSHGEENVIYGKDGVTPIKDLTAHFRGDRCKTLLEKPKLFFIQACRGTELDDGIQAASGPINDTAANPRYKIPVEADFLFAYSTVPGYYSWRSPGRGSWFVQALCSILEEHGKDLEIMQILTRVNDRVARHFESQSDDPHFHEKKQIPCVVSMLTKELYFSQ
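Assay system – Uncleavable procaspase-7 mutant enzyme · Quantity – 2 µM procaspase-7 mutant as dispensed · Times – 1 h preincubation, 2 h reaction · Dosing – single nominal 8.5 µM compound dose, 0.8% DMSO final · Buffer or medium – Zinc-free 50 mM HEPES buffer, pH 7.4, with NaCl and Triton X-100 · Detection – Epi-absorbance of released pNA at 405 nm, two timepoints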
* marks the source's active call; other numbers are inactive results; / = not tested or not shown.

SMILES | GASC-1 inh | core dimer inh | PP5 inh | VLA-4 inh | PP1 inh | procasp3 activ | CTSL1 counter | GRK2 inh | proCasp7 act
O=C1c2ccccc2C(=O)N1CNc1ccccc1 | 4.2 | 0.1 | 3.1 | 9.0 | -4.8 | -5.3 | -0.9 | 0.0 | -1.2
COc1ccc(N/C(=N\c2nc(C)cc(C)n2)NC(C)=O)cc1OC | -1.0 | -0.2 | -0.9 | 5.4 | -2.8 | 0.6 | -2.5 | 2.0 | 13.3
CC(C)COc1cccc(C(=O)NC(=S)Nc2cccc(NC(=O)c3ccccc3Cl)c2)c1 | -4.8 | 9.6 | 0.7 | 14.3 | -5.6 | -8.7 | -3.0 | 1.0 | 5.5
CC(C)(CO)NC(=O)CCCOc1ccc(Cl)cc1Cl | 3.9 | -1.8 | 4.7 | 6.3 | -2.2 | 3.0 | -2.6 | 0.0 | 10.4
COC(=O)CCC(=O)Nc1cccc([N+](=O)[O-])c1 | 2.7 | -2.9 | 0.3 | 16.7 | -3.0 | -0.3 | 1.1 | 0.0 | 0.4
Cc1c(C(=O)NNC(=O)c2cccnc2)cccc1[N+](=O)[O-] | -0.8 | / | / | 10.8 | / | 0.9 | / | 0.0 | -3.4
CCOc1ccccc1C(=O)Nc1cnn(Cc2ccc(F)cc2)c1 | 1.2 | 5.5 | -1.5 | 17.3 | -2.7 | 14.5 | 1.6 | 0.0 | -2.7
CCCOc1ccc(C(=O)Nc2ccc(S(=O)(=O)N3C[C@@H]4C[C@@H](C3)c3cccc(=O)n3C4)cc2)cc1 | 9.1 | / | 1.8 | 10.5 | -1.4 | 4.5 | / | 0.0 | 3.4
CCc1ccc(S(=O)(=O)Nc2ccc(-c3ccc4nncn4n3)cc2)s1 | 2.0 | 7.5 | -0.3 | -2.2 | -0.7 | 4.9 | 2.4 | 3.0 | 1.7
O=C(c1ccccc1Cl)N1N=C(c2ccc(Br)cc2)CC1c1nc2ccccc2[nH]1 (configuration not stated) | 194.3 | 15.0 | 1.6 | 6.5 | -0.6 | 0.0 | 2.2 | 1.0 | 3.5
CCn1c(=N)c(S(=O)(=O)c2ccccc2)cc2c(=O)n3ccccc3nc21 | -1.3 | -0.3 | -0.8 | -5.6 | 3.7 | -25.7 | -8.2 | 3.0 | -28.1
C/C(CCc1ccccc1)=N\NC(=O)c1ccc(CN2CCOCC2)cc1 | 6.1 | -2.3 | 2.6 | -0.7 | -2.8 | 0.5 | -1.9 | 2.0 | -1.9
CC(C)(C)OC(=O)N1CCC(CC2CC(c3ccncc3)=NO2)(C(=O)O)CC1 (configuration not stated) | -3.0 | -8.3 | 0.4 | / | 0.7 | -5.1 | 1.1 | / | -5.7
CCOc1ccc(Oc2ccccc2NC(=O)CN2C(=O)NC3(CCCC3)C2=O)cc1 | 24.5 | -7.0 | 1.7 | -7.0 | -10.6 | -8.8 | -0.6 | 1.0 | 5.7
O=C(NC1(C(F)(F)F)N=C(c2ccccc2)NC1=O)c1ccccc1 (configuration not stated) | 3.8 | -10.8 | 1.8 | 9.0 | -4.4 | -9.2 | 3.6 | 0.0 | -8.1
CC1=C(C(=O)NCc2ccc3c(c2)OCO3)C2(CCC(C)CC2)OC1=O (configuration not stated) | -1.5 | -7.0 | 3.4 | 10.1 | 1.8 | 2.9 | -1.0 | 4.0 | -2.2
O=C(CC1Sc2ccccc2NC1=O)NNC(=O)Nc1ccc(Cl)cc1 (configuration not stated) | 15.2 | 2.2 | 1.3 | -2.0 | 0.7 | -1.5 | -40.3 | 0.0 | 0.2
COc1ccc(Cc2nc(-c3cccc(C)c3)no2)cc1 | 15.5 | -1.8 | 1.1 | -0.1 | -1.4 | -6.3 | 1.4 | 3.0 | -2.8
CC(C)OC(=O)c1nnc(Cc2ccc(F)cc2)o1 | 12.2 | -0.7 | -0.5 | 14.3 | -3.5 | 0.0 | 1.1 | 0.0 | 0.5
O=C(CSc1cccc2cccnc12)OCC(=O)c1ccc(Br)cc1 | -3.9 | 7.6 | -2.3 | 7.3 | 0.4 | 6.0 | 0.2 | 1.0 | 5.0
Cc1ccc(N=Nc2c(O)[nH]c3ccc(F)cc23)cc1 | -10.6 | -3.5 | -0.2 | -5.5 | -4.5 | -0.8 | 0.2 | 1.0 | -3.7
Cc1sc2ncnc(SCC(=O)c3cccs3)c2c1C | 1.2 | 3.4 | 0.6 | 2.8 | 2.2 | 1.2 | 0.3 | 0.0 | 1.4
CCC1C(=O)CC(c2ccco2)NC1c1ccco1 (configuration not stated) | -5.5 | -0.8 | 1.2 | -1.3 | -2.8 | 1.2 | 1.3 | 0.0 | -6.5
O=C(OCC(=O)N1CCCCCC1)c1cnc(Cl)c(Cl)c1 | / | / | 4.4 | 2.2 | -8.2 | 0.3 | / | 0.0 | 8.5
COc1ccc(S(=O)(=O)Nc2c(C(=O)O)[nH]c3ccc(OC)cc23)cc1 | 0.1 | -2.1 | 1.4 | 2.8 | 0.2 | -6.3 | -2.6 | 0.0 | -10.1
CCN(CC)C(=O)c1cc2sc3ccccc3c2s1 | 1.1 | 13.8 | 3.1 | -2.9 | 0.1 | -2.1 | 2.5 | 1.0 | 6.4
CCCn1c(SCC(=O)Nc2ccc(C(=O)Nc3ccccc3OC)cc2)n[nH]c1=O | 11.4 | 2.1 | 1.7 | 2.4 | -1.4 | 0.0 | -2.1 | 0.0 | -1.8
CC1CC(C)CN(C(=O)c2ccc3ncsc3c2)C1 (configuration not stated) | -0.5 | / | 0.9 | 12.7 | -1.6 | -1.9 | / | 0.0 | -11.8
COCCNC(=O)C(=O)N/N=C(\C)CC(=O)Nc1ccc(Cl)cc1Cl | -0.5 | -4.8 | 1.6 | 17.5 | -1.5 | 2.8 | -3.7 | 0.0 | -0.1
COc1ccc(N2CC(C(=O)OCC(=O)c3ccc(C)cc3)CC2=O)cc1 (configuration not stated) | 4.5 | 0.5 | 1.3 | 5.8 | -3.4 | 7.9 | -31.2 | 0.0 | -10.1
CCN1CCN(S(=O)(=O)c2ccc3c(c2)NC(=O)CS3)CC1 | -1.8 | -14.2 | 2.1 | 7.2 | -2.6 | 11.3 | 4.1 | 13.0 | -3.7
Cc1cccc(C(=O)OC2CCOC2=O)c1O (configuration not stated) | 7.8 | -0.1 | -0.6 | 1.6 | -2.9 | -1.3 | 1.2 | 0.0 | 12.7
COc1ccc(N(C(C)C(=O)N2CCCC2)S(C)(=O)=O)cc1 (configuration not stated) | -10.6 | -5.9 | -0.4 | 7.7 | -1.9 | 8.6 | -7.2 | 1.0 | 12.9
COc1cc(CC(NC(C)=O)C(=O)NC2CCN(c3c4c(nc5ncnn35)CCC4)CC2)cc(OC)c1 (configuration not stated) | 14.2 | 1.1 | -2.6 | 7.4 | 0.9 | 0.7 | -2.7 | 0.0 | 11.4
Cc1nc2c3ccccc3nc(NNC(=O)CCC(=O)NCCN3CCN(c4ccccc4F)CC3)n2n1 | 1.9 | 6.0 | 0.0 | 1.3 | -2.0 | -13.9 | -1.9 | 0.0 | -3.9
CCOC(=O)CC1C(=O)NCCN1C(=S)Nc1ccccc1 (configuration not stated) | -0.7 | 1.4 | -0.5 | 34.6 | -0.2 | -3.8 | -1.6 | 0.0 | 3.9
O=C(CCC(=O)N1CCOc2ccccc21)N1CCCCC1 | -15.7 | -1.3 | 1.0 | -8.1 | -5.5 | -4.2 | 3.5 | 1.0 | 4.2
COc1ccc(C(=O)CCNc2ccc(F)cc2)cc1 | -2.6 | -6.4 | -0.7 | 15.8 | -2.4 | -0.9 | -0.6 | 0.0 | 0.0
N#Cc1nc(Cc2cccc3ccccc23)oc1NCCN1CCOCC1 | 2.5 | 0.1 | 2.6 | 33.1 | -5.3 | -5.2 | -4.5 | 2.0 | 5.3
CCN(Cc1ccccc1)S(=O)(=O)c1ccc(C(=O)Nc2nnc(C)o2)cc1 | -4.0 | -9.0 | 2.6 | 0.9 | 38.2* | 5.7 | 3.2 | 0.0 | -8.4

Filtered by structure: the compounds so far with a nitro group on carbon.
SMILES | GASC-1 inh | core dimer inh | PP5 inh | VLA-4 inh | PP1 inh | procasp3 activ | CTSL1 counter | GRK2 inh | proCasp7 act
COC(=O)CCC(=O)Nc1cccc([N+](=O)[O-])c1 | 2.7 | -2.9 | 0.3 | 16.7 | -3.0 | -0.3 | 1.1 | 0.0 | 0.4
Cc1c(C(=O)NNC(=O)c2cccnc2)cccc1[N+](=O)[O-] | -0.8 | / | / | 10.8 | / | 0.9 | / | 0.0 | -3.4

Other records follow:
SMILES | GASC-1 inh | core dimer inh | PP5 inh | VLA-4 inh | PP1 inh | procasp3 activ | CTSL1 counter | GRK2 inh | proCasp7 act
COC(=O)CN(Cc1ccccc1)S(=O)(=O)c1ccc(OC)c(OC)c1 | 2.1 | 7.1 | 2.6 | 9.9 | 3.7 | 8.6 | 1.2 | 0.0 | 8.9
C[C@H](NC(=O)c1nc[nH]c1C(=O)NC(c1ccccc1)c1ccccc1)C(=O)OC(C)(C)C | -7.1 | 10.9 | 7.4 | -4.9 | 1.1 | -7.6 | 2.7 | 6.0 | 7.3
CC(C)Sc1nnc(NC(=O)C2CC2)s1 | -12.5 | -6.5 | -0.8 | 18.4 | -0.7 | 5.4 | -4.8 | 0.0 | -3.5
CCC(CO)Oc1cc(NCc2cccc(O)c2)c2ncn(C(C)C)c2c1 (configuration not stated) | 0.8 | / | / | 19.7 | / | 3.3 | / | 0.0 | 1.9
Cc1sc(NC(=O)/C=C/c2ccc(C(C)C)cc2)c(C#N)c1C | 3.3 | -0.7 | 1.4 | -0.1 | 5.8 | 8.4 | -1.2 | 6.0 | 2.7
Cc1cccc(C)c1NC(=O)C(=O)NCC1CCCN1S(=O)(=O)c1cccs1 (configuration not stated) | 0.4 | -2.5 | -3.0 | -2.6 | 2.0 | 6.7 | -3.4 | 0.0 | 6.5
CC(C)(C)NC(=O)NC(=O)COC(=O)Cc1coc2ccc3ccccc3c12 | -0.7 | 0.1 | 6.4 | 19.4 | 1.1 | 6.7 | -4.3 | 0.0 | 2.6
CCOCC(=O)Nc1ccc(Br)c(C)c1 | 1.4 | -5.7 | 4.0 | 2.5 | 0.5 | 6.2 | 0.0 | 1.0 | -8.2
